Compound activity deposited in PubChem BioAssay by several laboratories.
TLR4-MyD88 BLA = inhibitors of human TLR4-MyD88 binding | inhibition, % at 8.4 µM | HeLa CL3-4 TLR4/MyD88 BLA complementation, FRET ratio | 0.18% of 200,000 active | O00206+Q99836; in the data active means inhibition above about 25%;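 further: 0% = vehicle and 100% = reference inhibitor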
SRC2 TRFRET art = TR-FRET artefact, counter-screen to PPARgamma/SRC-2 agonist assay; hits give high values; TR-FRET ratio at 8 µM; 0.4% of 200,000 active; in the data active means TR-FRET ratio above about 2000; further: inactives centre near 1500
S1P3 antag = blocks the human S1P3 receptor; Q99500; AID 485; inhibition, % at 4.98 µM; 0.27% of 170,000 active; CHO S1P3 NFAT-BLA reporter, FRET fluorescence, antagonist mode;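 active means inhibition above the plate cutoff, the mean inhibition of test wells on that plate plus 3 SD, cut at about 28% in these data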;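 further: cells challenged with S1P at its EC80 of 0.8 µM; blue over green emission ratio from cleaved BLA substrate after 4 h stimulation; 0% = S1P-stimulated wells and 100% = unstimulated DMSO-only wells; some compounds past the cut are filed as inactive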
PPARg SRC2 recr = agonists of SRC-2 recruitment by human PPARgamma | P37231 | PPARgamma LBD-SRC-2 recruitment, biochemical | activation, % at 8 µM | 0.34% of 200,000 active; in the data active means activation above about 22%;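 further: 0% = vehicle and 100% = reference agonist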
Target sequence (P37231 whole entry, looked up, the tested form may be a part): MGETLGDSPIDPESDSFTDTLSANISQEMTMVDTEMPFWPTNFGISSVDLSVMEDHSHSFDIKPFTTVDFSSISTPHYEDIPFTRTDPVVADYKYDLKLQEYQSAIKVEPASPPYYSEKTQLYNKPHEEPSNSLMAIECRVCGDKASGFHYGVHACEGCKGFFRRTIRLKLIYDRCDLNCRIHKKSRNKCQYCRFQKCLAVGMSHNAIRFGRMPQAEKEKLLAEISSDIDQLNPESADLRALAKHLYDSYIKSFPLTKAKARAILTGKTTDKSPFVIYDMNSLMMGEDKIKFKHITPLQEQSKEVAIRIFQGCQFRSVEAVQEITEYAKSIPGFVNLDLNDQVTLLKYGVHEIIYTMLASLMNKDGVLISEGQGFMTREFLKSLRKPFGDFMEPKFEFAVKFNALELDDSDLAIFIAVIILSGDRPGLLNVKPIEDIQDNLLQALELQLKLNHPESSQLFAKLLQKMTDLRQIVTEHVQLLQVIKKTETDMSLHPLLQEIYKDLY
PPARg SRC-3 ag = promotes SRC-3 coactivator recruitment by human PPARgamma; P37231; biochemical PPARgamma/SRC-3 coactivator recruitment assay; activation, % at 8 µM; 0.26% of 200,000 active; in the data active means activation above about 23%;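 further: 0% = DMSO and 100% = reference agonist; some compounds past the cut are filed as inactive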
STAT3 blocker = reduces IL-6 driven STAT3 reporter signal. U3A cells, IL-6 STAT3-luciferase reporter, luminescence; host cell line lacks STAT1. 0.89% of 190,000 active. AID 862. inhibition, % at 5.5 µM;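 active means inhibition above the mean inhibition across all screened compounds plus 3 SD, cut at about 44% in these data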;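 further: 0% = DMSO only wells and 100% = 100 µM nifuroxazide control wells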
STAT3 act = STAT3 signaling activation | U3A cells, IL-6 STAT3-luciferase reporter, luminescence; 100% = signal with IL-6 EC80 alone | activation (% of control), % at 5.6 µM | 0.91% of 190,000 active;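 active means activation above the screen-wide mean of compound activation plus 3 SD, cut at about 130% in these data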;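 further: 0% = background luminescence of wells with medium and substrate only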
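Material: STAT1-lacking human U3A cells, STAT3 luciferase reporter | Benchmarks: IL-6-only wells as 100% reference | Probe or stimulus: IL-6 (33 ng/mL) | Timing: Compound 1 h, then IL-6 6 h at 37 °C | Detection: Luminescence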
STAT1 inh = reduces IFN-gamma driven STAT1 reporter signal. AID 920. inhibition, % at 5.5 µM. 0.35% of 200,000 active. NIH 3T3 STAT1-luciferase reporter, luminescence;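 active means inhibition above a set limit, the mean inhibition across all tested compounds plus 3 SD, cut at about 34% in these data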;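 further: 0% = IFN-gamma with DMSO and 100% = IFN-gamma with 300 µM nifuroxazide; values of inactives mirror those of a sister screen read the other way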
RAM inhibit = yeast RAM network inhibition | S. cerevisiae dse1pr::URA3 reporter, 5-FOA growth OD615, 2 d; analog-sensitive cbk1-as2 kinase mutant strain | inhibition, % at 50 µM | 1.8% of 190,000 active | AID 868;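 active means inhibition above a set limit, 3 SD over mean compound inhibition, cut at about 8.4% in these data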;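 further: 0% = DMSO-only wells with no growth and 100% = 10 µM 1-NA-PP1 full growth; inhibition rescues growth on 5-FOA so higher OD means more RAM inhibition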
ROMK mod = modulators of human ROMK potassium channel. Tet-inducible ROMK, thallium flux fluorescence; actives lie on both sides. B-score at 10 µM. 2% of 130,000 active. AID 1918;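 active means signal ratio slope over the read window, or its plate-corrected B-score, at least 3 SD from the plate mean, either direction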;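 further: B-score of the F/F0 ratio slope over 7 to 12 s after thallium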
Target sequence (P48048 whole entry, looked up): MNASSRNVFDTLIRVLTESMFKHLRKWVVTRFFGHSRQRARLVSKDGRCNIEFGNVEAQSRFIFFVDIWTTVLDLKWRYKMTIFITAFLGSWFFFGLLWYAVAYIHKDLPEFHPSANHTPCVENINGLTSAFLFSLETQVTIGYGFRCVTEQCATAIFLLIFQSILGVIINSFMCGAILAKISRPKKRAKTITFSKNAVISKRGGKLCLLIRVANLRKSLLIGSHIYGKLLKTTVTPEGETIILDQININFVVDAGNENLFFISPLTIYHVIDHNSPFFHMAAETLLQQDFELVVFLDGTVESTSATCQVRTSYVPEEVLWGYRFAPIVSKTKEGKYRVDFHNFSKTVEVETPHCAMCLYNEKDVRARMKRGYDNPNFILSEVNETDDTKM
PPARg SRC1 recr = agonists of human PPARgamma SRC-1 coactivator recruitment. P37231. PPARgamma-SRC-1 coactivator recruitment biochemical assay. activation, % at 8 µM. 0.41% of 200,000 active. AID 631; in the data active means activation above about 19%;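 further: 0% = DMSO and 100% = reference agonist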
* hit, by the source's call; . = not tested or not shown.

mol	TLR4-MyD88 BLA	SRC2 TRFRET art	S1P3 antag	PPARg SRC2 recr	PPARg SRC-3 ag	STAT3 blocker	STAT3 act	STAT1 inh	RAM inhibit	ROMK mod	PPARg SRC1 recr
CC(=O)c1cccc(OCC(=O)c2cc(C)n(-c3cc(C)on3)c2C)c1	1	1475	-13	15	-1	29	79	11	1.6	1.4	3
COC(=O)Nc1ccc(S(=O)(=O)Nc2ccc(C)cc2)cc1	-3	1566	.	-2	0	0	98	-3	0.0	0.22	4
Cn1cnnc1SCC(=O)Nc1ccc(Cl)c(S(=O)(=O)N2CCOCC2)c1	-2	1551	-25	-2	-6	1	101	0	1.6	0.44	-8
CCn1cc(CNC(=O)CSc2nc(-c3ccc(OC)c(OC)c3)cc(C(F)(F)F)n2)c(C)n1	6	1622	-7	-7	0	-4	102	2	-0.1	.	3
Cc1ncsc1C(=O)Nc1nc2c(s1)CC(C)CC2 (stereo not drawn)	15	1588	-21	0	6	23	82	-57	1.5	0.27	8
CC(C)Oc1cccc(C(=O)N2CCCC2)c1	-10	1654	-37	7	0	11	96	-7	1.1	2.1	5
C=CCn1c(SCC(=O)Nc2cc(C)ccc2OC)nnc1-c1ccco1	7	1653	-32	-5	4	-2	106	8	0.4	.	7
COc1cc(CN2CCN(c3cccc(C)c3C)CC2)cc(Br)c1O	-17	1400	-12	-9	-5	3	101	7	-0.1	.	-12
COC(=O)CSc1ncnc2c1sc1nc(N3CCOCC3)c3c(c12)CCCC3	1	1678	.	6	-5	11	94	-2	2.4	.	2
O=c1cc(N2CCc3ccccc32)[nH]c(=O)n1-c1ccccc1Cl	-16	1589	-9	-6	-1	4	98	-4	1.4	0.09	6
COC(=O)NC1CSCC1OC(=O)CCN1C(=O)c2ccccc2C1=O (stereo not drawn)	-5	1598	-17	1	1	10	95	-1	0.4	-0.44	0
O=C(Nc1cccc(Cl)c1)Nc1nnc(-c2ccccc2)o1	-2	1621	.	0	-13	7	97	0	0.4	.	-3
O=S1(=O)C=C(N2CCOCC2)c2ccccc21	6	1518	.	-8	-3	3	100	1	1.2	-0.048	1
CCCN1C(=O)C(Cc2nc3ccccc3c(=O)n2C)c2ccccc21 (stereo not drawn)	-9	1466	.	-2	-3	-3	107	-3	0.4	.	-2
C=CCN(c1ccccc1C(=O)O)S(=O)(=O)c1ccc(C)cc1	-8	1611	0	-2	6	6	102	-1	1.4	1.2	8
CCOc1ccc(-n2ccnc2SCC(=O)NCc2ccc3c(c2)OCO3)cc1	5	1540	-24	-7	-8	8	97	-1	0.7	.	12
CCCCCC1CCC(c2nnc(SCC(C)=O)o2)CC1 (stereo not drawn)	-1	1637	-22	15	4	1	101	-4	6.8	-0.44	7
Nc1nc2c(s1)CC(c1ccccc1)CC2 (stereo not drawn)	-15	1597	-11	14	9	24	84	-7	0.2	.	9
O=C(NCc1ccc(F)cc1)c1cc(-c2cccs2)on1	6	1471	9	-6	0	7	97	-2	-0.4	.	2
Cc1csc(NC(=O)C2CCN(C(=O)CSc3nnc(C)n3Cc3ccccc3)CC2)n1	0	1573	-1	2	7	4	103	4	-0.6	.	-2
COC(=O)CSC1=C(C#N)C(c2sccc2C)CC(=O)N1 (stereo not drawn)	3	1374	-6	-5	-17	12	92	10	0.7	1.7	0
O=C(OCC(=O)N1CCc2ccccc21)c1cccnc1	-4	1341	0	0	-9	-3	103	0	1.2	.	2
COc1ccccc1N=C1SCC(=O)N1c1ccccc1OC	-7	1743	-3	-2	-1	0	103	2	2.1	-0.63	10
CSc1cccc(NC(=O)CN(c2cccc(C)c2)S(C)(=O)=O)c1	-16	1596	.	3	7	-15	113	0	0.9	-0.63	-2
O=c1c(/C=N/Nc2ccccc2)c(Sc2nnnn2-c2ccccc2)nc2ccccn12	7	1660	.	2	7	17	90	0	5.6	-3.7*	9
CN(CCOc1ccccc1)C(=O)c1ccc(OC2CCN(C(=O)C3CC3)CC2)cc1	-6	1761	5	7	8	22	86	6	0.0	-1.3	6
O=C(Nc1cnc2ccccc2c1)C1COc2ccccc2O1 (stereo not drawn)	5	1435	-3	1	-1	12	97	-8	-0.4	.	7
COc1ccc(/C=N\NC(=O)c2ccc(Cn3cc(Br)c([N+](=O)[O-])n3)o2)c(OC)c1C	-4	1438	-19	0	-4	0	102	4	3.6	0.66	0
COCCNC(=O)c1cc2nc(-c3ccccc3)cc(C)n2n1	-9	1440	-2	3	2	11	93	6	-0.5	0.73	11
O=C(NN1CCN(Cc2ccccc2)CC1)c1ccc(Cl)cc1	-5	1622	2	6	-1	14	92	6	2.4	-0.038	-2
CCOc1ccc2c(CC)cc(=O)oc2c1OCC	2	1518	-6	1	1	-6	110	3	1.6	-1.1	4
O=C(Nc1ccc(OC(F)(F)F)cc1)Nc1cccc([N+](=O)[O-])c1	4	1582	-15	-2	-1	20	82	18	4.5	.	-3
Cc1ccc(S(=O)(=O)N2CCC(C(=O)NNC(=O)c3ccncc3)CC2)cc1	1	1639	-13	-4	4	10	96	4	2.7	0.86	6
CCOC(=O)Cc1nnc(Nc2cccc(C)c2)c2ccccc12	-1	1437	.	12	1	10	92	6	2.3	-1.3	6
COc1ccc(/C(O)=C2\C(=O)C(=O)N(Cc3ccco3)C2c2ccc(OC)cc2OC)cc1 (stereo not drawn)	-5	1624	.	4	8	-4	103	9	2.2	.	2
CCC(C)NC(=O)COC(=O)c1csc2c1CCCC2 (stereo not drawn)	-9	1534	-11	3	0	0	105	7	-0.4	.	10
Cc1ccc(S(=O)(=O)c2cccc(S(=O)(=O)N3CCOCC3)c2)cc1S(=O)(=O)N1CCOCC1	-5	1599	.	-3	-5	3	102	8	1.6	.	-5
CCOC(=O)N1CCN(CC(O)COCCC23CC4CC(CC(C4)C2)C3)CC1 (stereo not drawn)	3	1496	.	7	-5	-4	110	10	-0.9	-0.9	0
CC(=O)Nc1ccc(S(=O)(=O)N=S(C)(C)=O)cc1	15	1329	-4	0	2	-4	105	-6	4.1	.	0
Cc1cccc(NC(=O)c2cccs2)n1	-14	1528	.	-2	6	8	95	-18	0.1	-0.68	10
CCc1nc(Nc2ccc(OC)c(OC)c2)c2nnn(Cc3ccccc3Cl)c2n1	-1	1632	.	11	7	67*	46	24	5.9	-0.59	6
Cc1nc2cc(N3CCN(C)CC3)c(NC(=O)Cc3ccccc3)cc2c(=O)n1Cc1ccccc1	0	1662	21	2	4	32	75	7	0.2	.	15
COC(=O)c1c(-c2ccc(F)cc2)csc1NC(=O)C1CCCO1 (stereo not drawn)	-3	1538	0	2	-1	18	89	-22	0.4	-0.96	-3
COc1cccc(-c2nnc3sc(-c4ccccc4)nn23)c1	0	1625	.	9	0	14	93	-7	8.9*	0.024	6
CCOC(=O)C1=C(CC)Nc2ccccc2N/C1=N\S(=O)(=O)c1cc(Br)ccc1Br	-4	1479	2	-3	-7	9	94	8	5.0	1.2	-5
COc1ccc(-c2nn(-c3ccccc3)cc2/C=N/Nc2ccccn2)cc1OC	-4	1678	2	11	8	1	97	3	0.1	-0.26	1
c1csc(CNCCN2CCOCC2)c1	-10	1482	.	1	5	4	97	-1	2.3	.	2
CCCN1CCN(C(=O)c2ccccc2-c2nc3ccccc3s2)CC1	-1	1554	-15	3	5	3	104	0	2.8	-1	12

Profiles from above. Order of screens: TLR4-MyD88 BLA	SRC2 TRFRET art	S1P3 antag	PPARg SRC2 recr	PPARg SRC-3 ag	STAT3 blocker	STAT3 act	STAT1 inh	RAM inhibit	ROMK mod	PPARg SRC1 recr
Listed for COc1cccc(-c2nnc3sc(-c4ccccc4)nn23)c1 : 0	1625	.	9	0	14	93	-7	8.9*	0.024	6
Listed for O=S1(=O)C=C(N2CCOCC2)c2ccccc21 : 6	1518	.	-8	-3	3	100	1	1.2	-0.048	1

(listing goes on)
mol	TLR4-MyD88 BLA	SRC2 TRFRET art	S1P3 antag	PPARg SRC2 recr	PPARg SRC-3 ag	STAT3 blocker	STAT3 act	STAT1 inh	RAM inhibit	ROMK mod	PPARg SRC1 recr
C=CCNS(=O)(=O)c1ccc(N2C(=O)c3ccccc3C2=O)cc1	-2	1393	-1	4	3	22	84	-6	0.0	-0.26	3
COCCCNC(=O)COC(=O)c1ccc(-c2nc3ccccc3s2)s1	2	1864	8	-1	3	29	80	-3	-1.0	-0.56	5
CCC(C)c1ccc(NC(=S)NCCn2cc(Cl)cn2)cc1 (stereo not drawn)	-5	1579	-14	-7	2	-3	108	-10	2.1	-0.062	6
Cc1cc(C)nc(Nc2ccc(C(=O)O)cc2)n1	13	1685	.	5	-8	-11	115	-24	3.9	1.8	-3
CC(C)Cn1c(SCC(=O)NC(=O)NC2CCCC2)nc2ccccc21	-7	1647	25	8	9	9	96	22	-0.5	.	9
CCn1c(CCC(=O)Nc2nc3c(s2)CCCC3)nc2cc(S(=O)(=O)N(C)C)ccc21	5	1662	-3	10	-13	16	89	-8	0.1	-1.4	3
CC(=O)N1C(=O)C2(C(C#N)=C(N)Oc3n[nH]c(-c4ccccn4)c32)c2ccccc21 (stereo not drawn)	6	1739	-23	-3	4	1	103	-4	0.7	-0.039	0
O=C(COc1ccc(Cl)cc1)Nc1c(-c2cccs2)nc2ccccn12	-2	1436	-16	4	1	-9	103	-5	0.0	.	10
O=C(CCl)Nc1cc(SCC(O)CO)cc([N+](=O)[O-])c1 (stereo not drawn)	4	1481	-5	8	-1	98*	20	54*	1.7	1.4	3
Cc1nnc(SCC(=O)Nc2cccc(S(=O)(=O)NC3=NCCCCC3)c2)n1Cc1ccccc1	-24	1587	-6	1	4	10	101	7	1.0	-1.3	1
Cc1sc(-c2ccccn2)nc1OC(=O)c1ccc(Cl)cc1	-7	1482	.	-4	10	14	95	4	5.6	.	-5
Cc1ccccc1C(=O)NCc1nnc(SCC(=O)N2c3ccccc3Sc3ccccc32)n1C	-11	1345	.	0	2	10	92	-7	2.3	-0.57	3
CC(C)c1csc2nc3n(c(=O)c12)CCCCC3	4	1390	-18	8	3	1	99	-13	-0.6	0.07	-3
CC(C)CNC(=O)c1ccccc1NC(=O)Nc1ccccc1	-4	1683	.	2	3	9	94	0	2.0	.	7
C/C(=N\NC(=O)c1cccnc1)c1cc(C)oc1C	13	1427	-17	3	0	-9	109	-8	0.8	-0.03	2
Cc1ccc(O)c(NC(=O)CCC2CCCCC2)c1	2	1510	-2	-6	-8	16	96	-13	2.7	.	-7
Cc1c(C(=O)N2CCN(Cc3ccc4c(c3)OCO4)CC2)cccc1[N+](=O)[O-]	-6	1665	-5	-5	-3	1	102	-5	0.9	0	0
O=c1c(C(c2ccc(O)cc2)c2c(O)nc3n(c2=O)CCCS3)c(O)nc2n1CCCS2	-8	1659	.	6	-6	2	102	16	1.8	.	2
